Mtb BioA inh = blocks M. tuberculosis BioA enzyme activity | purified M. tuberculosis BioA enzyme, plate reader | inhibition, % at 9.99 µM | 360,000 compounds, 0.096% hits; in the data active = inhibition above about 40%; inconclusive = no clear call, values can overlap the other calls
FadD28 binding = blocks FadD28 binding to the bisubstrate probe. fluorescence polarization. inhibition, % at 12.5 µM. 360,000 compounds, 0.22% hits. AID 588549; in the data active = inhibition above about 8.5%, passing the limit was not always enough; inconclusive = no clear call, values can overlap the other calls
BoNT-F LC inh = blocks Botulinum neurotoxin F light chain protease; Multiplex microsphere protease cleavage assay, flow cytometry; inhibition, % at 10 µM; 360,000 compounds, 0.22% hits; AID 588497; in the data active = inhibition above about 35%, passing the limit was not always enough; inconclusive = no clear call, values can overlap the other calls; also: plate controls were buffer without enzyme for full effect and enzyme alone for no effect
GDH-TPI counter = GDH-TPI coupled enzyme inhibition counter-screen | GDH-TPI coupled enzyme counterscreen, NADH absorbance | inhibition, % at 4.8 µM | 360,000 compounds, 1.2% hits; in the data active = inhibition above about 30%;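 also: 0% = DMSO wells and 100% = wells lacking the enzyme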
MazEF act = activators of E. coli MazEF toxin-antitoxin RNase | P0AE70 | activation, % at 20 µM | AID 504720 | 350,000 compounds, 0.32% hits | FAM/BHQ RNA-DNA oligo cleavage fluorescence, 5 h; in the data active = activation above about 50%
Target sequence (P0AE70 whole entry, looked up): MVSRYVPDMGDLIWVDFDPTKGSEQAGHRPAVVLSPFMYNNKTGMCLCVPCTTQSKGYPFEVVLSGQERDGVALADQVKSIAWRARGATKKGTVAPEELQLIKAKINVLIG
Mtb FBA inh = Mtb fructose-bisphosphate aldolase inhibition; P9WQA3; purified M. tuberculosis FBA, fluorescence read-out; inhibition, % at 1 µM; 360,000 compounds, 2.3% hits; AID 588726; in the data active = inhibition above about 27%;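 also: 0% = vehicle and 100% = reference inhibitor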
Rv3671c protease = inhibitors of M. tuberculosis serine protease Rv3671c | 320,000 compounds, 0.048% hits | AID 2606 | inhibition, % at 5.96 µM; in the data active = inhibition above about 38%;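 also: extracellular domain of Rv3671c used as enzyme; 0% = enzyme with DMSO and 100% = no enzyme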
Target sequence (P9WHR9 whole entry, looked up, the tested form may be a part): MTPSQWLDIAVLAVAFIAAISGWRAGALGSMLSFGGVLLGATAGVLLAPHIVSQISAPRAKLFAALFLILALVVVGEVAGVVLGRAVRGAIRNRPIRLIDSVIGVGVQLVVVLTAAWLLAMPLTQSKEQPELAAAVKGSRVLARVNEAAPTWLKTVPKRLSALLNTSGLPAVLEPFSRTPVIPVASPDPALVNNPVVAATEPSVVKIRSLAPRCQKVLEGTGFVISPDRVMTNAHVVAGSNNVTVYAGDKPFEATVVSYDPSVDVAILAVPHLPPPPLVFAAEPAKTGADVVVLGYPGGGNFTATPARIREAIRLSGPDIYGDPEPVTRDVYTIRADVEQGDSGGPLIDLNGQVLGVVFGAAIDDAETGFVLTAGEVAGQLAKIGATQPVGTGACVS
Mtb UGM inh = inhibitors of M. tuberculosis UDP-galactopyranose mutase; 320,000 compounds, 0.06% hits; P9WIQ1; inhibition, % at 10 µM; purified UGM, fluorescence polarization probe displacement; AID 504406; in the data active = inhibition above about 10%, passing the limit was not always enough; inconclusive = no clear call, values can overlap the other calls
Target sequence (P9WIQ1 whole entry, looked up): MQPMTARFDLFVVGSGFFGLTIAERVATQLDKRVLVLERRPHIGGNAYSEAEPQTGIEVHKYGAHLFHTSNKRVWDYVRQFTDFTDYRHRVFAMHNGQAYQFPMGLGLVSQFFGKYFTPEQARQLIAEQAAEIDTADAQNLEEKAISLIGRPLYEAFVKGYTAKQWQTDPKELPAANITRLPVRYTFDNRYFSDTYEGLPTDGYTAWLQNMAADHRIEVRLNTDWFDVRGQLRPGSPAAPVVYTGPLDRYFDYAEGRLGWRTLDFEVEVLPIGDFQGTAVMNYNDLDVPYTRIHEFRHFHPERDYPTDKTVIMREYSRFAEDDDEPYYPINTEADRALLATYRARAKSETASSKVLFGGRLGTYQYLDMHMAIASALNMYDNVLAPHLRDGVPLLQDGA
PrPC surface inh = inhibitors of human cell surface prion protein PrPC | P04156 | TR-FRET read-out | inhibition, % at 13.8 µM | 370,000 compounds, 0.43% hits; in the data active = inhibition above about 24%; also: 0% = median of the test wells and 100% = reference compound wells
Starred values were filed as active, the others as inactive; ? = inconclusive; · = not tested or not shown.

SMILES	Mtb BioA inh	FadD28 binding	BoNT-F LC inh	GDH-TPI counter	MazEF act	Mtb FBA inh	Rv3671c protease	Mtb UGM inh	PrPC surface inh
C=CCNC(=O)c1ccc(C(=O)c2ccccc2)cc1	1.6	-1.3	2	-10	8	1	-5	0.2	1
CCO/N=C/C(=O)Nc1ccc(F)cc1F	-1.6	0.3	-3	4	2	-3	-4	-2.0	-1
Cc1ccc(C)c(N2CCN(C(=O)CCc3nc4ccccc4[nH]3)CC2)c1	5.0	1.0	6	-10	0	3	6	-0.8	-1
CCCCNC(=O)c1onc(CSc2cccc(Cl)c2)c1C(=O)O	0.6	-2.0	-7	5	-4	0	-2	0.4	3
COc1ccc(C(CNC(=O)c2cccc(NS(=O)(=O)c3ccc(C)c(F)c3)c2)N(C)C)cc1 (stereo not given)	0.5	-1.9	7	1	4	0	0	2.6	5
O=C(Nc1ccc2c(c1)OCCO2)c1ccc(NC(=O)C2CCCO2)cc1 (stereo not given)	-1.0	1.0	11	-7	-4	2	0	1.0	3
O=C(CCNc1n[nH]c(=O)[nH]c1=O)N/N=C\c1ccc(Br)cc1	-1.8	-1.5	3	5	-5	3	3	-0.6	3
Cc1nnc(SCC(=O)Nc2cccc(S(=O)(=O)N3CCCCC3)c2)s1	2.5	-0.7	6	7	2	0	-12	0.9	8
C/C(=N\NC(=O)c1cccc(N2CCCC2=O)c1)c1ccc(N)cc1	·	-0.9	-5	5	9	0	5	-3.9	1
COC(=O)c1cc(=O)nc2scc(C)n12	-0.9	-0.8	-4	7	-5	0	1	-1.9	-6
Cc1nn(-c2ccc(C(=O)OC(C)C)cc2)c(C)c1[N+](=O)[O-]	·	-1.0	-2	6	-6	5	3	-2.8	-8
CN(CC(=O)Nc1ccc(F)c(F)c1F)C(=O)CN1C(=O)NC2(CCCC2)C1=O	-1.5	-0.6	·	-4	8	-2	2	-1.5	-1
CCCCCn1c(Sc2ccccc2)nc2c1c(=O)[nH]c(=O)n2C	0.1	-1.5	-4	-3	6	0	-18	0.3	2
Nc1nc(CN2CCCCCC2)nc(Nc2ccccc2)n1	0.8	-5.4	-15	-6	4	-1	-20	0.2	-3
CCOc1ccc2nc(N3CCCCCC3)sc2c1	1.2	2.9	-4	8	-6	-1	7	1.2	·
O=C(Nc1cc(S(=O)(=O)N2CCOCC2)ccc1N1CCCCC1)c1ccc(Cl)cc1	-2.3	·	3	4	-6	0	4	3.3	14
CN(Cc1cn(C)nc1-c1ccccc1F)CC1CCN(Cc2ccccc2)CC1	0.1	-0.8	-6	7	1	0	3	-4.6	1
COc1ccc(/C=N/NC(=O)CCC(=O)Nc2ccc(F)cc2)c(OC)c1	-0.9	-1.9	?	22	3	5	0	0.4	-5
O=C1c2ccccc2C(=O)N1CC(=O)N1c2ccccc2CCc2ccccc21	-0.7	-2.2	1	-1	4	-3	-3	4.3	-9
CC(C)(C)C(=O)NNC(=O)c1cc(C(C)(C)C)nn1Cc1ccccc1	·	-3.9	?	-8	-3	0	1	-0.7	-1
COCCN(C(=O)c1cc2c(s1)CCCCC2)c1c(N)n(CC(C)C)c(=O)[nH]c1=O	-8.6	-0.4	-11	13	-7	7	-1	-0.9	8
Cc1ccc(-c2nnn(CC(=O)N(c3ccc(F)cc3)C(C(=O)NC3CCCC3)c3ccco3)n2)o1 (stereo not given)	·	-2.6	-10	-10	-3	-1	11	1.0	·
COc1cc(C(=O)OCCc2c(C)nc3nc[nH]n3c2=O)cc(OC)c1OC	-0.4	-3.2	-6	-5	2	-1	1	1.6	-4
O=C(COC(=O)CCSc1ccccc1Cl)Nc1ccc(F)cc1F	·	-1.8	2	0	-3	-1	-7	1.0	9
C=CCNCCOc1ccc(C)cc1[N+](=O)[O-]	·	-1.9	0	14	-1	3	2	1.4	-10
CCOC(=O)c1ccc(Nc2nc(N3CCOCC3)nc(N3CCOCC3)n2)cc1	-4.1	-2.5	-2	-8	5	3	-12	2.5	-5
C=CCc1c(C)c(C#N)c2nc3ccccc3n2c1NCCN(C)C	·	-0.3	-4	10	-2	7	1	1.7	-5
CCCN(C(=O)CSc1nc2cc(S(=O)(=O)N(CC)CC)ccc2o1)C1CCS(=O)(=O)C1 (stereo not given)	-0.7	-4.1	·	-8	-7	0	2	·	5
COc1ccc(Cn2nnnc2C(c2ccc(F)cc2)N2CCN(C3CCCC3)CC2)cc1 (stereo not given)	·	-1.2	12	-2	-5	0	0	-1.0	-7
O=C(NCCc1ccc(F)cc1)c1cc(=O)c2ccccc2o1	·	-3.4	-3	-1	12	-3	0	1.8	-5

Given in markdown: part of the list above.
| Molecule | Mtb BioA inh | FadD28 binding | BoNT-F LC inh | GDH-TPI counter | MazEF act | Mtb FBA inh | Rv3671c protease | Mtb UGM inh | PrPC surface inh |
| --- | --- | --- | --- | --- | --- | --- | --- | --- | --- |
| Nc1nc(CN2CCCCCC2)nc(Nc2ccccc2)n1 | 0.8 | -5.4 | -15 | -6 | 4 | -1 | -20 | 0.2 | -3 |
| CCOc1ccc2nc(N3CCCCCC3)sc2c1 | 1.2 | 2.9 | -4 | 8 | -6 | -1 | 7 | 1.2 | · |
| O=C(Nc1cc(S(=O)(=O)N2CCOCC2)ccc1N1CCCCC1)c1ccc(Cl)cc1 | -2.3 | · | 3 | 4 | -6 | 0 | 4 | 3.3 | 14 |
| CN(Cc1cn(C)nc1-c1ccccc1F)CC1CCN(Cc2ccccc2)CC1 | 0.1 | -0.8 | -6 | 7 | 1 | 0 | 3 | -4.6 | 1 |
| COc1ccc(/C=N/NC(=O)CCC(=O)Nc2ccc(F)cc2)c(OC)c1 | -0.9 | -1.9 | ? | 22 | 3 | 5 | 0 | 0.4 | -5 |
| O=C1c2ccccc2C(=O)N1CC(=O)N1c2ccccc2CCc2ccccc21 | -0.7 | -2.2 | 1 | -1 | 4 | -3 | -3 | 4.3 | -9 |
| CC(C)(C)C(=O)NNC(=O)c1cc(C(C)(C)C)nn1Cc1ccccc1 | · | -3.9 | ? | -8 | -3 | 0 | 1 | -0.7 | -1 |
| COCCN(C(=O)c1cc2c(s1)CCCCC2)c1c(N)n(CC(C)C)c(=O)[nH]c1=O | -8.6 | -0.4 | -11 | 13 | -7 | 7 | -1 | -0.9 | 8 |
| Cc1ccc(-c2nnn(CC(=O)N(c3ccc(F)cc3)C(C(=O)NC3CCCC3)c3ccco3)n2)o1 (stereo not given) | · | -2.6 | -10 | -10 | -3 | -1 | 11 | 1.0 | · |
| COc1cc(C(=O)OCCc2c(C)nc3nc[nH]n3c2=O)cc(OC)c1OC | -0.4 | -3.2 | -6 | -5 | 2 | -1 | 1 | 1.6 | -4 |
| O=C(COC(=O)CCSc1ccccc1Cl)Nc1ccc(F)cc1F | · | -1.8 | 2 | 0 | -3 | -1 | -7 | 1.0 | 9 |
| C=CCNCCOc1ccc(C)cc1[N+](=O)[O-] | · | -1.9 | 0 | 14 | -1 | 3 | 2 | 1.4 | -10 |
| CCOC(=O)c1ccc(Nc2nc(N3CCOCC3)nc(N3CCOCC3)n2)cc1 | -4.1 | -2.5 | -2 | -8 | 5 | 3 | -12 | 2.5 | -5 |
| C=CCc1c(C)c(C#N)c2nc3ccccc3n2c1NCCN(C)C | · | -0.3 | -4 | 10 | -2 | 7 | 1 | 1.7 | -5 |

Further entries.
SMILES	Mtb BioA inh	FadD28 binding	BoNT-F LC inh	GDH-TPI counter	MazEF act	Mtb FBA inh	Rv3671c protease	Mtb UGM inh	PrPC surface inh
COc1cc(NC(=O)c2ccc(C)cc2)ccc1NC(=O)c1cc2ccccc2o1	-0.4	·	?	1	-15	1	6	1.0	4
Cc1cc2c(=O)n(C)c(SCC(=O)c3cc4ccccc4o3)nc2s1	0.2	-3.4	-2	2	-11	-1	-1	-1.5	-1
O=C(NCc1ccc2c(c1)OCO2)c1ccc(CS(=O)(=O)c2ccc(Br)cc2)o1	1.6	-4.7	1	-11	12	3	-9	3.5	3
Cc1ccc(N2CC(C(=O)Nc3ccc(S(=O)(=O)N4CCOCC4)cc3)CC2=O)cc1Cl (stereo not given)	0.3	-1.2	6	9	-14	0	-11	-2.7	-1
O=C(Nc1nnc(Cc2ccccc2)s1)C1CCC1	-1.1	-0.8	2	6	3	0	-7	-1.3	10
COc1ccc(N2CCN(C(=O)CNC(=O)c3cccc(Br)c3)CC2)cc1	-0.1	-3.9	5	-2	3	0	-2	-2.8	-2
COc1ccc(CN2CCN(C(=O)CCC(=O)Nc3nnc(C(C)C)s3)CC2)cc1F	0.3	1.4	2	1	10	-1	6	-2.6	-5
CC(=O)Nc1cc(C(=O)N2CCN(C)CC2)ccc1S(=O)(=O)c1ccc(C)cc1	0.9	1.5	9	-2	-1	3	3	-3.3	-4
O=C(Nc1nccs1)c1ccc(-c2ccc(Cl)cc2)o1	-1.6	0.8	-9	54*	4	1	-15	-0.2	14
Cc1ccccc1S(=O)(=O)Cc1ccc(C(=O)NCCN(C)Cc2ccccc2)o1	·	-2.0	2	7	5	2	5	-0.4	-5
CCOC(=O)c1cnc(-c2ccccc2)[nH]c1=O	-2.5	-1.4	-10	12	0	-9	-1	-0.8	-2
O=C1C=C(c2ccc(Cl)c(C(F)(F)F)c2)C[C@@H](c2ccc3c(c2)OCO3)C1	-1.0	-1.6	-10	14	-6	-2	-3	-1.9	3
CC1(C)CC(=O)C(C(=S)Nc2ccc(F)cc2)=C(NCCN2CCOCC2)C1	-0.2	-0.1	-5	3	-1	-2	5	-0.1	-2
O=C(COC(=O)c1cnccn1)Nc1ncc(C(F)(F)F)cc1Cl	-0.3	0.1	-2	10	1	0	-7	3.7	10
CC(C)NC(=O)c1ccccc1NS(=O)(=O)c1ccc(Br)s1	1.4	0.5	-7	3	0	1	·	·	5
Cc1ccc(Cn2c(C)c(C(=O)NCc3cccs3)sc2=O)cc1	6.4	-3.3	4	3	·	1	·	·	3
N/C(=N\OC(=O)c1ccc(F)cc1)c1ccccc1	-0.8	-5.1	-8	-6	11	-1	4	0.1	1
Cn1c(=O)cc(SCC(=O)N2CCOCC2)c2ccc(Cl)cc21	1.9	-1.0	-1	19	7	3	-1	1.7	1
C=CCNC(=S)NNC(=O)C(CCCC)CC(O)COCC(C)C (stereo not given)	0.0	-0.6	?	1	10	2	4	-0.3	-5
CCCS(=O)(=O)NC(=O)C1(C)CCN(C(=O)Cc2ccc(OC)cc2)C1 (stereo not given)	-0.8	-0.3	-2	4	·	4	·	·	1
O=C(/C=C/c1ccc(Cl)cc1Cl)c1nc2ccccc2[nH]1	-1.7	-2.1	-1	14	12	-2	-1	-2.9	4
O=C(N/N=C/c1cccnc1)c1cccc(N2CCCC2=O)c1	25	-2.6	?	-5	0	-6	5	1.0	-8
COc1ccccc1N(CC(=O)NC1CCCC1)C(=O)c1oc(C(C)(C)C)cc1C	·	-0.6	5	-2	1	-1	-2	0.4	5
COc1ccccc1OCCn1c(=O)sc2ccccc21	-0.9	-0.9	3	4	-4	-2	-7	-1.1	-1
O=S(=O)(c1cccc(C(F)(F)F)c1)N1CCC(O)(c2cccnc2)CC1	5.3	1.2	-18	4	6	-1	-1	-3.0	9
CC1C=CCC2C(=O)N(c3ccccc3OC(=O)c3ccco3)C(=O)C12 (stereo not given)	-0.3	0.7	5	6	2	2	9	1.9	2
Cc1onc(-c2ccccc2Cl)c1C(=O)Nc1ccc(S(=O)(=O)NCC2CCCO2)cc1 (stereo not given)	2.1	-1.2	-3	2	-6	1	2	-1.5	6
O=C(NNc1nc(Nc2ccccc2)nc(N2CCOCC2)n1)Nc1ccc(Cl)cc1	·	0.6	10	6	-3	0	-9	0.3	-14
C=CCn1c(=O)c(C(=O)Nc2cc(C)ccn2)c(O)c2ccccc21	-0.7	-2.1	?	3	-3	1	7	-0.3	-1
